# EPAC2 antag: qHTS for Antagonist of cAMP-regulated guanine nucleotide exchange factor 2 (EPAC2): primary screen; Rap guanine nucleotide exchange factor 4 (Homo sapiens), Q8WZA2; Potency, µM (highest dose often 114 µM), for inactives: top-dose activity, negative = inhibition, most hits filed as inhibitors; AID 720708, 2013; EPAC2 GEF exchange of Rap1B-BODIPY-GDP, fluorescence; 360,000 tested, 0.18% active; also: potency is read from the fitted curve at half-maximal effect; % is scaled to controls: 0 for no effect and ±100 for the full control effect; nearly all actives have a fitted effect of over 45% in size; many of its hits are not listed in these tables
# Target sequence (Q8WZA2 whole entry, looked up): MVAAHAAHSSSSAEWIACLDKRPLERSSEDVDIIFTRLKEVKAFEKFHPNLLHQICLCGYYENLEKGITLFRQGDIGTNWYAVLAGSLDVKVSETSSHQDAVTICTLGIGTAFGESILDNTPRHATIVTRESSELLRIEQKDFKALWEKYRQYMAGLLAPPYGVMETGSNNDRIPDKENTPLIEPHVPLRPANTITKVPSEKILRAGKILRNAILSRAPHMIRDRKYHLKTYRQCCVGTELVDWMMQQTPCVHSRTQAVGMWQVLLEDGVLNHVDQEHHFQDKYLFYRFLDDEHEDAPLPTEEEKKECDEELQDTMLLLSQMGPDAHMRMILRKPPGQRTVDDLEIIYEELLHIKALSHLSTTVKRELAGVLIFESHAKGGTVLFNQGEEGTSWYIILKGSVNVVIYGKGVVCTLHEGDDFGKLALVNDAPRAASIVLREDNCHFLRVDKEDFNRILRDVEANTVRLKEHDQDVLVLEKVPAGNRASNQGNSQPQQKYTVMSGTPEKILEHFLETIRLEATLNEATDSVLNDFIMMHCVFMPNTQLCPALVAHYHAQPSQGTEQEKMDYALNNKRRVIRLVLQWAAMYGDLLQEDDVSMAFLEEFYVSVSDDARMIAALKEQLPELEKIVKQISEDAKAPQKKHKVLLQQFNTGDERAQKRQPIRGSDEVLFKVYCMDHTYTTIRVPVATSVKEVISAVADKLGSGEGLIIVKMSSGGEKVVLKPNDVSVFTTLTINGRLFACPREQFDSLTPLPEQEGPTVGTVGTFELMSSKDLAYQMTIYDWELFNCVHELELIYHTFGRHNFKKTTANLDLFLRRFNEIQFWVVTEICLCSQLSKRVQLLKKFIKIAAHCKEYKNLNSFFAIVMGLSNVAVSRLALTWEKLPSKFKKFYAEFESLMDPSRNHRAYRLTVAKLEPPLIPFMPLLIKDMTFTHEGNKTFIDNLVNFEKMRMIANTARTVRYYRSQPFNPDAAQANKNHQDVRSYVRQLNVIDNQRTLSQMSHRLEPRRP
# CCT chaperon mod: High-Throughput Screening for Modulators of Cytosolic Chaperonin Activity; activity change, % (no concentration beside the values), hits read low; purified chaperonin ATPase assay, HTRF ADP detection, 30 min; 360,000 tested, 0.3% active; AID 651819, 2012; in the data active = activity change below about -30%; also: % is scaled to controls: 0 for no effect and ±100 for the full control effect
#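 TRiC at 40 or 20 nM final (batch-dependent) in 30 mM Tris pH 7.4, 100 mM KCl, 5 mM MgCl2, 1 mM DTT, with compound at single 76 uM and 10 uM ATP, 30 min at 37 deg C. ADP detected by HTRF Transcreener, 665/615 ratio.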
# A549 tox: Nrf2 qHTS screen for inhibitors: counterscreen for cytotoxicity | 390,000 tested, 0.16% active | Potency, µM (highest dose often 46 µM), for inactives: top-dose activity change, negative = cytotoxicity, most hits filed as inhibitors | A549 ARE-Fluc cells, CellTiter-Fluor viability, 18-24 h | AID 504648, 2011; also: potency is read from the fitted curve at half-maximal effect; % is scaled to controls: 0 for no effect and ±100 for the full control effect
#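 A549 ARE-Fluc cells in 5% FBS OPTI-MEM, 5000 cells/well, rested 2 h then exposed to compounds in concentration-response for 18-24 h at 37 °C. Viability by CellTiter-Fluor fluorescence (Ex 405/Em 525) after 30 min; luciferase luminescence (BugLite, 15 min, RT) read afterwards.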
# TGFb SMAD3 inh: qHTS for Inhibitors of TGF-b. 410,000 tested, 1.2% active. Potency, µM (doses to about 46.1 µM), inactives show top-dose activity, negative = inhibition, hits mostly inhibitors. HepG2 CAGA-GFP TGF-b/SMAD3 reporter, GFP fluorescence, 18 h; TGF-beta stimulated, 500 pg/mL final; also: potency is read from the fitted curve at half-maximal effect; % is scaled to controls: 0 for no effect and ±100 for the full control effect; nearly all actives have a fitted effect of over 65% in size
#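 Read-out: total well GFP (ex488/em500-530) summed from mean per-cell fluorescence. Cells: HEPG2 CAGA-GFP, 1% FBS DMEM, 18 h at 37 degrees C with 500 pg/mL final TGF-beta. Unstimulated wells served as the full-inhibition control; stimulated DMSO wells = 0%.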
# Nrf2 activator: qHTS of Nrf2 Activators | 410,000 tested, 0.31% active | AID 624171, 2012 | AREc32 ARE-luciferase reporter (MCF7-derived line), luminescence, 24 h | Potency, µM (top dose mostly 46.1 µM), inactives show at the top dose activation, most hits filed as activators; also: potency is read from the fitted curve at half-maximal effect; % of control where 0% means no effect; nearly all actives have a fitted effect of over 65% in size
#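 ARE-driven firefly luciferase activity in AREc32 cells measured after a 24 hr compound exposure at 37 deg C, using Steady-Glo reagent and a 30 min room-temperature hold.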
# pAkt inh: HTS Assay for Inhibitors of Akt Phophorylation: Primary Screen. Neuro2A IGF-stimulated pAkt S473 HTRF, 20 min; hits give low values. activity change, % for hits at 50 µM. 360,000 tested, 0.32% active. AID 651550, 2012; in the data active = activity change below about -80%; inconclusive = mostly about -51% to -80%; also: % is scaled to controls: 0 for no effect and ±100 for the full control effect
#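 Single-point screen (50 µM final compound) in Neuro2A cells stimulated 20 min with 6 nM IGF at 37 deg C. After lysis, Ser473-phosphorylated Akt read by HTRF (ex 330 nm, em 615/665 nm) as the 665/615 ratio.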
# Nrf2 inh: Nrf2 qHTS screen for inhibitors | A549 ARE-Fluc reporter, luciferase luminescence, 18-24 h | Potency, µM (series often up to 46 µM), inactives show at the highest dose activity change, negative = inhibition, hits mostly inhibitors | 360,000 tested, 2.1% active | AID 504444, 2011; also: potency is read from the fitted curve at half-maximal effect; % is scaled to controls: 0 for no effect and ±100 for the full control effect; nearly all actives have a fitted effect of over 60% in size
#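 Quantitative HTS in A549 cells stably bearing an antioxidant response element-firefly luciferase construct. Inhibition of Nrf2-driven transcription was scored by luminescence after 18-24 h of compound exposure at 37 °C.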
# MmCpn inh: Inhibitors of TCP-1 ring complex (TRiC) of Methanococcus maripaludis (MmCpn): qHTS | 330,000 tested, 0.031% active | purified Mm-Cpn ATPase, ADP Transcreener TR-FRET | Potency, µM (top dose mostly 76.9 µM), for inactives: at the top dose activity, negative = inhibition, usual class: inhibitors | Chaperonin Mm-Cpn (Methanococcus maripaludis); also: potency is read from the fitted curve at half-maximal effect; % is scaled to controls: 0 for no effect and ±100 for the full control effect; nearly all actives have a fitted effect of over 80% in size
#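 Eu-cryptate anti-ADP/ADP-d2 competition gives a ratio inversely related to ADP. Enzyme at 25 nM was pre-exposed to compound for 10 min, then given 10 uM ATP for 30 min, 37°C throughout.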
# EPAC2 agonist: qHTS for Agonist of cAMP-regulated guanine nucleotide exchange factor 4 (EPAC2): primary screen; Rap guanine nucleotide exchange factor 4 (Homo sapiens), Q8WZA2; EPAC2 activation, biochemical qHTS; response scale: 100% = 6.5 mM cAMP response; Potency, µM (doses to about 154 µM), inactives show at the highest dose activation, actives largely listed as activators; 360,000 tested, 0.079% active; also: potency is read from the fitted curve at half-maximal effect; nearly all actives have a fitted effect of over 50% in size
#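 EPAC2 (100 nM) mixed with Rap1B loaded with BODIPY-GDP (250 nM) plus 50 uM unlabeled GDP; compounds pinned in, 5 min RT, then read every 5 min for 30 min (ex 480, em 540 nm). Normalized to cAMP control.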
# An asterisk follows results filed as active; i = inactive; ? = inconclusive; . = not tested or not shown; & = joins results of further samples. Unless noted, calls follow the shape of the dose curve; as a rule, active = well fitted curve in the direction sought with a large enough effect; inconclusive = small, poorly fitted or top-dose-only effect, or another doubt; inactive = no such curve, though single readings can be large; an effect the other way counts as inactive or inconclusive.
SMILES,EPAC2 antag,CCT chaperon mod,A549 tox,TGFb SMAD3 inh,Nrf2 activator,pAkt inh,Nrf2 inh,MmCpn inh,EPAC2 agonist
Cc1ccc(S(=O)(=O)N2CCN(C(=O)c3ccc(-n4cncn4)c([N+](=O)[O-])c3)CC2)c(C)c1,-13%,0.5,.,-20%,0.1%,i,.,.,-2%
O=C(NCCN1CCCCC1)Nc1ccccc1,4%,-2.1,0%,8%,-0.7%,i,18%,1%,0%
COc1ccc(C(=O)C[n+]2ccc3c(c2)nc(-c2cc(OC)c(OC)cc2OC)n3C)cc1,19%,-1.4,1%,5%,-0.7%,i,3%,-1%,0%
COc1ccc(NS(=O)(=O)c2ccc(NS(=O)(=O)c3ccc(C)cc3)cc2)nn1,5%,-0.4,11%,8%,-0.4%,i,?,1%,5%
CC12CCC(C/C1=N/OC(=O)c1cccc([N+](=O)[O-])c1)C2(C)C (centres undefined),-18%,-1.3,6%,-18%,0.1%,i,9%,-1%,8%
CCOc1c(Br)cc(C2CC(=O)Nc3cc4c(cc32)OCO4)cc1OC (centres undefined),.,.,1%,?,-0.2%,.,21µM*,.,.
Cc1ccc(F)c(NC(=O)c2ccc(Cn3cc(Cl)cn3)cc2)c1,-14%,1.8,-13%,0%,-0.3%,i,?,1%,17%
COC(=O)c1ccc(COc2ccc(/C=N/N3CCN(C)CC3)cc2)cc1,1%,-2.2,-8%,-26%,4.2%,i,?,-4%,-4%
O=S(=O)(c1cccs1)N1CCN(CCOc2ccccc2)CC1,-8%,0.2,2%,-1%,1.4%,i,?,-1%,13%
CCOC(=O)COc1nc(Nc2ccccc2C)nc(N(C)C)n1,-2%,1.2,-5%,-4%,0.3%,i,?,1%,-1%
CC(NC(=O)CN1C(=O)NC2(CCCCCCC2)C1=O)c1ccccc1 (centres undefined),7%,0.6,5%,?,3.5%,i,17%,1%,0%
Fc1ccc(-c2nc(Nc3ccc(F)c(Cl)c3)nc3c2COc2ccccc2-3)cc1,.,.,-10%,-10%,19%,.,?,.,.
COc1ccc(C)cc1NC(=O)c1ccc(CN2CCN(c3ccccc3)CC2)cc1,5%,-1.7,-3%,-3%,0.2%,i,?,?,13%
CCOC(=O)C1=C(C)NC(=O)CC1c1cc2c(cc1[N+](=O)[O-])OCO2 (centres undefined),0%,0.0,-8%,1%,2.6%,i,-17%,-7%,3%
CC(C)(C)N(Cc1ccccc1)C(=O)COC(=O)CN1C(=O)C2CC=CCC2C1=O (centres undefined),3%,0.3,-2%,-2%,0.0%,i,4%,-1%,6%

# Some of the entries above, set out differently.
Compound: Fc1ccc(-c2nc(Nc3ccc(F)c(Cl)c3)nc3c2COc2ccccc2-3)cc1
  EPAC2 antag = .
  CCT chaperon mod = .
  A549 tox = -10%
  TGFb SMAD3 inh = -10%
  Nrf2 activator = 19%
  pAkt inh = .
  Nrf2 inh = ?
  MmCpn inh = .
  EPAC2 agonist = .
Compound: CC(NC(=O)CN1C(=O)NC2(CCCCCCC2)C1=O)c1ccccc1 (centres undefined)
  EPAC2 antag = 7%
  CCT chaperon mod = 0.6
  A549 tox = 5%
  TGFb SMAD3 inh = ?
  Nrf2 activator = 3.5%
  pAkt inh = i
  Nrf2 inh = 17%
  MmCpn inh = 1%
  EPAC2 agonist = 0%

# (cont.)
SMILES,EPAC2 antag,CCT chaperon mod,A549 tox,TGFb SMAD3 inh,Nrf2 activator,pAkt inh,Nrf2 inh,MmCpn inh,EPAC2 agonist
O=C(CSc1nc2c(c(=O)[nH]1)CCC2)Nc1ccccc1F,.,.,-1%,-4%,-0.3%,.,-26%,.,.
CCOc1ccc(C(=O)Nc2nnn(CC)n2)cc1,-4%,-26,-1%,9%,-0.3%,i,?,1%,3%
Cc1noc(/C=C/N(C)C)c1S(=O)(=O)N(C)CC(=O)NC1CCCCC1,9%,2.1,-1%,5%,-0.2%,i,25%,0%,12%
CC(c1ccccc1)N1CCc2[nH]c(=S)[nH]c(=O)c2C1 (centres undefined),16%,1.4,-5%,3%,0.2%,i,17%,1%,1%
COC(=O)c1ccc(/C=N/Nc2nc(-c3ccccc3)cs2)cc1,-5%,-2.8,-1%,-18%,0.1%,i,22%,1%,6%
CCSc1nnc2c(n1)OC(c1ccc(C)cc1)N(C(C)=O)c1ccccc1-2 (centres undefined),.,.,-15%,2%,0.4%,.,-21%,.,.
Cc1ccc(-c2nc(Cl)nc3ccccc23)cc1,-4%,2.1,1%,-1%,2.0%,i,2%,2%,-5%
O=S(=O)(Nn1cnnc1)c1ccc2ccccc2c1,-10%,-2.2,4%,-9%,-0.5%,i,-12%,0%,6%
CCCc1cc(C(=O)Nc2c(C)nn(Cc3ccc(C)cc3)c2C)no1,.,.,-3%,-21%,4.0%,.,?,.,.
COc1cccc(NC(=O)CNS(=O)(=O)c2ccc3nc(C)sc3c2)c1,13%,-0.1,4%,-12%,-0.3%,i,2%,1%,-2%
CN(Cc1cc([N+](=O)[O-])ccc1Cl)C(=O)C[n+]1ccccc1,-1%,-7.0,2%,0%,-0.6%,i,-15%,2%,6%
CN(Cc1cnccn1)C(=O)c1cc(COc2cccc(C(F)(F)F)c2)on1,3%,0.2,0%,1%,0.7%,i,5%,-1%,9%
CCOC(=O)N1CCC(N2C(=O)c3ccc(C(=O)Nc4ccc(OC)c(OC)c4)cc3C2=O)CC1,1%,1.0,-1%,0%,-0.9%,i,5%,0%,-2%
CCOc1cccc(/C=N/N2CCN(c3ccc(Cl)cc3)CC2)c1O,3%,-1.0,0%,-10%,-0.5%,i,-2%,0%,5%
CCOC(=O)c1ccc(-c2nnc(-c3ccc(Cl)cc3Cl)o2)cc1,10%,-1.1,0%,?,0.5%,i,?,0%,3%
CCCn1c(CCc2ccccc2)nnc1SCC(=O)N1CCCC1,27%,2.2,3%,1%,0.1%,i,-8%,-1%,1%
COC(=O)[C@@H](Cc1ccccc1)NC(=O)NCCc1c[nH]c2ccccc12,-7%,-1.1,5%,?,-0.8%,i,7%,2%,7%
COC(=O)C1CCN(C(=O)/C=C/c2ccc(OC)cc2)CC1,8%,-0.9,-4%,2%,-0.4%,i,?,2%,3%
Cc1nc2nc(C)c(NS(=O)(=O)c3ccc(CC(C)C)cc3)c(=O)n2[nH]1,-4%,0.1,2%&1%,15%&-3%,0.0%&-1.5%,i,-1%&-1%,3%,12%
CC(C)Oc1ccc(C(=O)N2CCN(C(=O)c3ccco3)CC2)cc1,18%,-0.8,1%,6%,-0.5%,i,-7%,3%,4%
COc1ccc(CNCCCSc2ncccn2)c(OC)c1,-1%,1.1,-7%,-3%,-0.6%,i,-6%,1%,-2%
O=C(NCC1CC1)c1csc(COCCO)n1,-2%,2.0,.,-4%,1.5%,i,.,.,3%
COc1ccc(C(=O)Nc2cc3c(cc2C#N)OCO3)cc1S(=O)(=O)NCc1ccco1,-1%,-0.3,0%,-1%,0.4%,i,6%,0%,-5%
COc1ccc(C2CN=NC23CCCc2ccccc2C3=O)cc1 (centres undefined),-15%,-0.9,-13%,0%,0.3%,i,?,3%,17%
Cc1ccc(NC(=O)CSc2nc3c(sc4ccccc43)c(=O)n2CCCC(=O)NC2CCCC2)cc1C,.,.,-9%,-6%,-0.1%,.,20%,.,.
CC1=C(C(=O)c2ccccc2)C(c2cn(-c3ccccc3)nc2-c2ccc(Cl)cc2)NC(=S)N1 (centres undefined),-2%,-0.3,-4%,-22%,0.2%,i,?,?,3%
CCCc1cc(=O)oc2cc(C)cc(OC(C)C(=O)NCC(O)c3ccccc3)c12 (centres undefined),-20%,-1.5,-8%,5%,-0.4%,i,?,-4%,1%
CCOC(=O)[C@@H]1[C@H]2COc3cc(OC)ccc3[C@@H]2N2C(=O)N(c3ccc(Cl)cc3)C(=O)[C@@]12C,-19%,-0.6,-8%,-7%,4.5%,i,2%,-3%,8%
CC(=O)N=C1C=CC(=CN(O)C(C)(C)Cc2ccccc2)C=C1,18%,0.2,1%,5%,-0.4%,i,9%,0%,2%
COc1ccccc1-c1ncn(Cc2cccc(-c3ccccc3)c2)c1CC(C)C,?,-0.8,.,.,-3.6%,i,.,.,-2%
O=C(COC(=O)CNC(=O)c1ccccc1F)Nc1ncc(Cl)cc1Cl,2%,-0.1,-9%,-3%,-0.1%,i,5%,-1%,3%
COc1ccc(C2c3ccc4ccccc4c3Oc3ncn(CCCO)c(=N)c32)cc1OC (centres undefined),-5%,-2.0,-23%,11µM*,3.9%,i,-15%,1%,14%
O=C(NCc1cccs1)c1cc2ccccc2o1,15%,1.3,-6%,-17%,5.0%,i,22%,1%,3%
O=C(c1ccc(CN2CCc3ccccc3C2)cc1)N1CCCCC1,10%,-2.1,-4%,13%,3.1%,.,-3%,-1%,?
N/C(=N\OC(=O)c1ccccc1)c1cccnc1,-4%,-0.1,10%,-15%,?,i,?,-2%,2%
COc1ccc(C(=O)N2CCN(Cc3cc(OC)ccc3OC)CC2)cc1,-5%,-0.3,-2%,-18%,-0.9%,i,-2%,-3%,14%
Cc1cc(Nc2ccccc2)n(C(=O)c2ccc(Cl)cc2)n1,-4%,0.2,-8%,2%,6.6%,i,?,-4%,10%
Cc1ccc(S(=O)(=O)n2nnc3ccccc32)c(C)c1C,2%,-1.1,2%,?,-0.1%,i,4%,-1%,2%

# Screening data: PubChem BioAssay, National Center for Advancing Translational Sciences (NCATS)

# An excerpt, so the mix of outcomes need not match the whole.
